NSD2 block: inhibitors of human NSD2, primary screen, biochemical, plate reader, single point | AID 624260, 2012 | NSD2-SET H3K36me1 DELFIA fluorescence | inhibition, % at 12.5 µM | actives 0.07% (n = 44,000) | Histone-lysine N-methyltransferase NSD2 (Homo sapiens), O96028; in the data active = inhibition above about 54%, passing the limit was not always enough; inconclusive = no clear call, values can overlap the other calls;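 note: inhibitors reduce the monomethyl H3K36 fluorescence signal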
The depositor's hits bear a star; u = inconclusive. Only part of the results is shown; the hit share may differ from the screen's.

Structure	NSD2 block
C[C@@H]1CCCCO[C@H](CN(C)C(=O)Nc2ccccc2)[C@H](C)CN([C@H](C)CO)C(=O)c2cc(N(C)C)ccc2O1	-6
C[C@H](CO)N1C[C@H](C)[C@@H](CN(C)C(=O)NC2CCCCC2)Oc2c(NS(=O)(=O)c3ccccc3)cccc2C1=O	-1
C[C@H](CO)N1C[C@H](C)[C@H](CN(C)C(=O)c2cccc(F)c2)Oc2cc(-c3cccnc3)ccc2S1(=O)=O	7
CC(C)NC(=O)N(C)C[C@@H]1OCCCC[C@@H](C)Oc2ccc(NS(=O)(=O)c3ccccc3)cc2C(=O)N([C@H](C)CO)C[C@@H]1C	-1
C[C@H](CO)N1C[C@H](C)[C@H](CN(C)Cc2ccc3c(c2)OCO3)Oc2ccc(N(C)C)cc2CC1=O	3
Cc1noc(C)c1NC(=O)Nc1ccc2c(c1)C(=O)N([C@@H](C)CO)C[C@@H](C)[C@@H](CN(C)C(=O)Nc1ccccc1)OCCCC[C@H](C)O2	-2
C[C@@H]1CCCCO[C@@H](CN(C)Cc2ccc(Cl)c(Cl)c2)[C@@H](C)CN([C@H](C)CO)C(=O)c2cc(NC(=O)c3ccccc3)ccc2O1	1
C[C@@H]1CN([C@@H](C)CO)C(=O)c2ccccc2-c2ccccc2CO[C@@H]1CN(C)C	3
C[C@@H]1CN([C@@H](C)CO)S(=O)(=O)c2ccc(C#CC(C)(C)O)cc2O[C@@H]1CN(C)Cc1ccc(F)cc1	5
C[C@@H]1CN([C@H](C)CO)C(=O)c2cc(NC(=O)C3CCCCC3)ccc2O[C@@H](C)CCCCO[C@H]1CN(C)C(=O)C1CCCCC1	-7
C[C@H]1CCCCO[C@H](CN(C)CC2CCCCC2)[C@@H](C)CN([C@@H](C)CO)C(=O)c2cc(NS(=O)(=O)c3cccs3)ccc2O1	2
C[C@H](CO)N1C[C@H](C)[C@H](CN(C)C(=O)CN2CCOCC2)Oc2cc(/C=C/c3ccccc3)ccc2S1(=O)=O	-4
C[C@@H]1CN([C@H](C)CO)C(=O)c2cccc(NS(=O)(=O)c3cccs3)c2O[C@H]1CN(C)C(=O)Nc1ccc2c(c1)OCO2	1
CC(C)CC#Cc1ccc2c(c1)O[C@@H](CN(C)Cc1ccc3c(c1)OCO3)[C@@H](C)CN([C@@H](C)CO)S2(=O)=O	7
C[C@@H]1CN([C@H](C)CO)C(=O)Cc2cc(NS(=O)(=O)c3cn(C)cn3)ccc2O[C@@H]1CN(C)C(=O)Nc1ccc(F)cc1	5
C[C@@H]1CCCCO[C@@H](CN(C)C(=O)Nc2ccc(C(F)(F)F)cc2)[C@H](C)CN([C@@H](C)CO)C(=O)c2cc(NC(=O)c3ccncc3)ccc2O1	0
O=C(NCC(O)CO)[C@]1(CCS(=O)(=O)c2ccccc2)N=C(c2ccc(OCCCO)cc2)O[C@@H]1c1ccccc1 (stereo partly specified)	-1
COc1ccc(CN(C)C[C@@H]2Oc3c(NS(=O)(=O)c4ccc(Cl)cc4)cccc3C(=O)N([C@H](C)CO)C[C@@H]2C)cc1	-4
C[C@H]1CN([C@@H](C)CO)C(=O)c2cccc(NC(=O)C3CCCCC3)c2O[C@H]1CN(C)S(=O)(=O)c1ccc(Cl)cc1	0
CCc1oc2ccccc2c1C(=O)c1cc(Br)c(O)c(Br)c1	-10
CCOC(=O)[C@H](CCc1ccccc1)N[C@H]1CCc2ccccc2N(CC(=O)O)C1=O	1
CNC[C@@H]1Oc2ccc(NC(=O)Nc3ccc4c(c3)OCO4)cc2C(=O)N([C@H](C)CO)C[C@@H]1C	-6
COc1ccc(NC(=O)N(C)C[C@@H]2OCCCC[C@@H](C)Oc3ccc(NC(=O)c4ccccc4)cc3C(=O)N([C@@H](C)CO)C[C@H]2C)cc1	0
CNC[C@H]1OCCCC[C@H](C)Oc2ccc(NS(=O)(=O)c3ccc(C)cc3)cc2C(=O)N([C@@H](C)CO)C[C@@H]1C	-3
COC(=O)C[C@@H]1CC[C@@H](NS(=O)(=O)c2ccc(OC)cc2)[C@@H](CO)O1	0
C=CCN1C(=O)[C@]2(O[C@H](CCn3cc([C@H](O)c4ccccc4)nn3)[C@@H]([Si](C)(C)c3ccc(OC)cc3)[C@@H]2C)c2cc(N3CCOC3=O)ccc21	12
C[C@H]1CN([C@@H](C)CO)S(=O)(=O)c2ccc(-c3cncnc3)cc2O[C@H]1CN(C)C(=O)c1cccc(F)c1	0
C[C@@H]1CCCCO[C@@H](CN(C)S(=O)(=O)c2cn(C)cn2)[C@@H](C)CN([C@H](C)CO)C(=O)c2cc(NC(=O)Nc3ccc(F)cc3)ccc2O1	2
C[C@H]1CN([C@@H](C)CO)C(=O)Cc2cc(NC(=O)Nc3ccccc3)ccc2O[C@H]1CN(C)CC1CC1	4
C[C@@H]1CN([C@H](C)CO)C(=O)Cc2cc(NC(=O)NC3CCCCC3)ccc2O[C@H]1CN(C)S(=O)(=O)c1ccc(F)cc1	-1

Three compounds out of the list, sorted by count of non-hydrogen atoms, descending:
Structure	NSD2 block
C[C@@H]1CCCCO[C@@H](CN(C)S(=O)(=O)c2cn(C)cn2)[C@@H](C)CN([C@H](C)CO)C(=O)c2cc(NC(=O)Nc3ccc(F)cc3)ccc2O1	2
COc1ccc(CN(C)C[C@@H]2Oc3c(NS(=O)(=O)c4ccc(Cl)cc4)cccc3C(=O)N([C@H](C)CO)C[C@@H]2C)cc1	-4
C[C@H]1CN([C@@H](C)CO)C(=O)Cc2cc(NC(=O)Nc3ccccc3)ccc2O[C@H]1CN(C)CC1CC1	4

Carrying on:
Structure	NSD2 block
C[C@@H]1CN([C@@H](C)CO)C(=O)CCCn2nncc2CO[C@H]1CN(C)C(=O)Nc1ccccc1	2
C[C@H](CO)N1C[C@H](C)[C@H](CN(C)C)Oc2cc(-c3ccccc3F)ccc2S1(=O)=O	5
COc1ccc(NC(=O)N(C)C[C@H]2Oc3ccc(NC(=O)Nc4cccc5ccccc45)cc3C(=O)N([C@H](C)CO)C[C@H]2C)cc1	0
C[C@@H]1CN([C@@H](C)CO)C(=O)c2cc(NS(C)(=O)=O)ccc2O[C@@H]1CN(C)C(=O)Nc1ccc2c(c1)OCO2	4
CN1CCN(C(=O)C[C@H]2C[C@@H]3c4cc(NC(=O)C5CCOCC5)ccc4O[C@@H]3[C@@H](CO)O2)CC1	10
C[C@@H]1CCCCO[C@@H](CN(C)C(=O)Cc2ccccc2)[C@H](C)CN([C@H](C)CO)C(=O)c2cc(NC(=O)Nc3ccc(F)cc3)ccc2O1	-3
CN(C)c1ccc2c(c1)[C@@H]1C[C@@H](CC(=O)NCc3ccc(Oc4ccccc4)cc3)O[C@@H](CO)[C@@H]1O2	u
C[C@H](CO)N1C[C@H](C)[C@H](CN(C)S(C)(=O)=O)Oc2c(NC(=O)C3CCOCC3)cccc2C1=O	5
C[C@@H]1CN([C@@H](C)CO)C(=O)Cc2cc(NC(=O)Cc3cn(C)c4ccccc34)ccc2O[C@H]1CN(C)C(=O)Nc1ccc2c(c1)OCO2	8
COc1ccc(NC(=O)Nc2ccc3c(c2)C(=O)N([C@H](C)CO)C[C@H](C)[C@@H](CN(C)Cc2ccc(Cl)c(Cl)c2)OCCCC[C@@H](C)O3)cc1	-51
CC(C)NC(=O)N(C)C[C@@H]1Oc2c(cccc2N(C)C)C(=O)N([C@@H](C)CO)C[C@@H]1C	6
Cc1ccc(S(=O)(=O)Nc2ccc3c(c2)C(=O)N([C@H](C)CO)C[C@@H](C)[C@@H](CN(C)S(=O)(=O)c2ccc(C)cc2)O3)cc1	-2
COc1ccc(NC(=O)N(C)C[C@@H]2OCCCC[C@H](C)Oc3ccc(NS(=O)(=O)c4ccc(F)cc4)cc3C(=O)N([C@H](C)CO)C[C@H]2C)cc1	-6
COC(=O)[C@@]1(Cc2ccccc2CN=[N+]=[N-])N=C(c2ccc(OCCCO)cc2)O[C@H]1c1ccccc1	-5
COc1ccc(S(=O)(=O)N(C)C[C@H]2Oc3ccc(NC(=O)CCCN(C)C)cc3C(=O)N([C@H](C)CO)C[C@H]2C)cc1	3

C[C@H](CO)N1C[C@H](C)[C@@H](CN(C)S(=O)(=O)c2ccc(F)cc2)Oc2c(NC(=O)Nc3ccc(C(F)(F)F)cc3)cccc2C1=O
  NSD2 block = -9

C[C@H](CO)N1C[C@H](C)[C@H](CN(C)C(=O)Nc2ccc(C(F)(F)F)cc2)Oc2c(NC(=O)C3CC3)cccc2C1=O
  NSD2 block = -7

COCC#Cc1ccc2c(c1)O[C@@H](CN(C)C(=O)COC)[C@H](C)CN([C@@H](C)CO)S2(=O)=O
  NSD2 block = 1

CNC[C@H]1OCc2cnnn2CCCC(=O)N([C@H](C)CO)C[C@H]1C
  NSD2 block = 3

C[C@H]1CN([C@@H](C)CO)C(=O)Cc2cc(NC(=O)Cc3ccccc3)ccc2O[C@@H]1CN(C)Cc1ccc(-c2ccccc2)cc1
  NSD2 block = -5

COc1ccc(CN(C)C[C@H]2Oc3ccc(NS(=O)(=O)c4ccc(OC)cc4)cc3C(=O)N([C@@H](C)CO)C[C@H]2C)cc1
  NSD2 block = 19

C[C@H]1CN([C@@H](C)CO)C(=O)CCCn2cc(nn2)CO[C@H]1CN(C)C(=O)Nc1ccccc1F
  NSD2 block = -1

CN(C)c1ccc2c(c1)[C@H]1C[C@H](CC(=O)NC3CCCC3)O[C@H](CO)[C@H]1O2
  NSD2 block = 1

COc1ccccc1-c1cnc2c(c1)C(=O)N([C@H](C)CO)C[C@H](C)[C@H](CN(C)C(=O)c1cccnc1)O2
  NSD2 block = 0

C[C@H]1CN([C@@H](C)CO)C(=O)c2c(c3ccccc3n2C)-c2ccccc2CO[C@H]1CN(C)Cc1ccc(C(=O)O)cc1
  NSD2 block = -2

C[C@@H]1CN([C@H](C)CO)S(=O)(=O)c2ccc(C3=CCCCC3)cc2O[C@H]1CN(C)C(=O)c1ccncc1
  NSD2 block = -2

O=C(c1ccccc1)N1Cc2ccccc2[C@@H]2OC(c3ccc(OCCCO)cc3)=N[C@]2(CCS(=O)(=O)c2ccccc2)C1=O
  NSD2 block = 0

Cc1ccc(S(=O)(=O)Nc2ccc3c(c2)CC(=O)N([C@H](C)CO)C[C@@H](C)[C@@H](CN(C)C(=O)Nc2ccc4c(c2)OCO4)O3)cc1
  NSD2 block = 0

C[C@@H]1CN([C@H](C)CO)C(=O)c2cc(NC(=O)NC3CCCCC3)ccc2O[C@@H](C)CCCCO[C@@H]1CN(C)Cc1ccc2c(c1)OCO2
  NSD2 block = 1

CNC[C@@H]1OCCCC[C@H](C)Oc2ccc(NS(=O)(=O)c3ccccc3)cc2C(=O)N([C@@H](C)CO)C[C@@H]1C
  NSD2 block = 1

Cc1ccc(S(=O)(=O)N(C)C[C@H]2OCCCC[C@H](C)Oc3ccc(NC(=O)Nc4c(C)noc4C)cc3C(=O)N([C@H](C)CO)C[C@@H]2C)cc1
  NSD2 block = 1

C/C=C/c1ccc2c(c1)O[C@H](CN(C)Cc1cncnc1)[C@@H](C)CN([C@H](C)CO)S2(=O)=O
  NSD2 block = -8

C[C@H](CO)N1C[C@H](C)[C@@H](CN(C)Cc2ccc(C(=O)Nc3ccccc3N)cc2)Oc2ccc(NS(C)(=O)=O)cc2C1=O
  NSD2 block = 0

C[C@@H]1CN([C@@H](C)CO)C(=O)c2cccc(NC(=O)C3CCCCC3)c2O[C@@H]1CN(C)Cc1ccc(Cl)c(Cl)c1
  NSD2 block = -2

CCCNC(=O)C[C@@H]1C[C@H]2c3cc(NC(=O)C4CCOCC4)ccc3O[C@H]2[C@H](CO)O1
  NSD2 block = 4

CC1CC(=O)C2=C(O1)OC1(C)CCC3(O)C(C)(C)C=CC(=O)C3(C)C1C2 (stereo unspecified)
  NSD2 block = 4

COC(=O)CCCCCCC(=O)N/N=C/[C@@H]1CCCN1C(=O)OC(C)(C)C
  NSD2 block = -1

COc1cccc(S(=O)(=O)N(C)C[C@@H]2Oc3ncc(-c4ccc(F)cc4)cc3C(=O)N([C@H](C)CO)C[C@@H]2C)c1
  NSD2 block = 4

C[C@H](CO)N1C[C@H](C)[C@H](CN(C)C(=O)Nc2ccccc2)Oc2ccc(NC(=O)Nc3ccc(C(F)(F)F)cc3)cc2C1=O
  NSD2 block = -7

C[C@H](CO)N1C[C@H](C)[C@@H](CN(C)Cc2cccc(F)c2)Oc2ncc(C#CCN(C)C)cc2C1=O
  NSD2 block = -3

COc1ccc(NC(=O)Nc2ccc3c(c2)CC(=O)N([C@H](C)CO)C[C@H](C)[C@H](CN(C)C(=O)Nc2ccc4c(c2)OCO4)O3)cc1
  NSD2 block = -2

O=C(C[C@H]1C=C[C@@H](NC(=O)C2CC2)[C@H](CO)O1)NCc1ccncc1
  NSD2 block = 0

C=CC(C)(CC/C=C(\C)C(=O)O)O[C@@H]1O[C@H](C)[C@@H](O)[C@H](O)[C@H]1O (stereo partly specified)
  NSD2 block = 16

C[C@H]1CN([C@@H](C)CO)C(=O)c2cc(NC(=O)Cn3cnnn3)ccc2O[C@@H]1CN(C)C(=O)NC1CCCCC1
  NSD2 block = -1

CC(C)NC(=O)Nc1ccc2c(c1)C(=O)N([C@H](C)CO)C[C@H](C)[C@H](CN(C)Cc1ccccc1)OCCCC[C@@H](C)O2
  NSD2 block = 1

Quoted at random: three entries already listed, in no set order.
Cc1ccc(S(=O)(=O)Nc2ccc3c(c2)C(=O)N([C@H](C)CO)C[C@@H](C)[C@@H](CN(C)S(=O)(=O)c2ccc(C)cc2)O3)cc1
  NSD2 block = -2

CN(C)c1ccc2c(c1)[C@H]1C[C@H](CC(=O)NC3CCCC3)O[C@H](CO)[C@H]1O2
  NSD2 block = 1

CNC[C@H]1OCCCC[C@H](C)Oc2ccc(NS(=O)(=O)c3ccc(C)cc3)cc2C(=O)N([C@@H](C)CO)C[C@@H]1C
  NSD2 block = -3

Further results
C[C@H]1CN([C@@H](C)CO)C(=O)c2cc(C#CC3CC3)cnc2O[C@@H]1CN(C)C(=O)c1ccc(F)cc1
  NSD2 block = 10

COCCNC(=O)C[C@H]1C[C@@H]2c3cc(NC(=O)C4CCC4)ccc3O[C@@H]2[C@@H](CO)O1
  NSD2 block = 1

O=C(Cc1coc2ccc3ccccc3c12)Nc1cccnc1
  NSD2 block = -2

COc1ccc(CNC(=O)C[C@H]2C[C@@H]3c4cc(NC(=O)C5CCC5)ccc4O[C@@H]3[C@@H](CO)O2)cc1
  NSD2 block = 18
